Bioassay records from PubChem BioAssay.
Epigenetic reg – Quantitative High-Throughput Screen for Regulators of Epigenetic Control; Potency, µM (titrated, usually from 53.9 µM), for the others: top-dose GFP activation, most hits filed as activators; murine LDR cells, GFP reporter derepression, 30 h; 280,000 compounds, 0.2% hits; also: % of control where 0% means no effect; nearly all actives have a fitted effect of over 60% in size
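Reporter derepression read as number of fluorescent GFP-positive objects, 20-120 um in size, counted by laser-scanning cytometer. Mouse LDR line with an epigenetically silenced CMV-GFP locus; compound incubation 30 h, 37 C.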
aGal spleen mod – qHTS Assay for Inhibitors and Activators of Human alpha-Galactosidase From Spleen Homogenate. Alpha-galactosidase A (Homo sapiens), P06280. human spleen homogenate, 4MU-alpha-Gal fluorescence, 40 min. Potency, µM (doses to about 80 µM), for inactives: top-dose activity change, negative = inhibition, hits mostly inhibitors. 240,000 compounds, 0.008% hits;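 also: 0% = enzyme with vehicle and -100% = no enzyme basal signal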
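qHTS titration in buffer at pH 5.0. Alpha-galactosidase activity in spleen homogenate was measured via 4-methylumbelliferone release from 1 mM fluorogenic substrate after 40 min at 37C and a pH 10 stop. AC50 came from Hill fits of control-normalized data.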
Tau fluor cs – Counterscreen qHTS for Inhibitors of Tau Fibril Formation, Fluorescence Polarization; tau K18 P301L (four-repeat tau fragment) Alexa594 fluorescence, heparin fibrillization; Potency, µM (titrated, usually from 57.7 µM), inactives show top-dose activity change, negative = decrease; 280,000 compounds, 0.93% hits; also: % is scaled to controls: 0 for no effect and ±100 for the full control effect; nearly all actives have a fitted effect of over 55% in size
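Human K18 P301L tau (15 uM unlabeled plus 0.24 uM Alexa 594-labeled, final) in 100 mM sodium acetate pH 7 was mixed with compound and 20 uM heparin and incubated 6 hr at 37 C.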
NPSR antagonist – qHTS Assay for Antagonists of the Neuropeptide S Receptor: cAMP Signal Transduction; CHO-NPSR cells, cAMP TR-FRET, antagonist mode; Potency, µM (highest dose often 38.3 µM), without a hit: at the top dose activity change, negative = inhibition, actives largely listed as inhibitors; 220,000 compounds, 1% hits; Q6W5P4; also: % is scaled to controls: 0 for no effect and ±100 for the full control effect; nearly all actives have a fitted effect of over 50% in size; many of its hits are not listed in these tables
Target sequence (Q6W5P4 whole entry, looked up): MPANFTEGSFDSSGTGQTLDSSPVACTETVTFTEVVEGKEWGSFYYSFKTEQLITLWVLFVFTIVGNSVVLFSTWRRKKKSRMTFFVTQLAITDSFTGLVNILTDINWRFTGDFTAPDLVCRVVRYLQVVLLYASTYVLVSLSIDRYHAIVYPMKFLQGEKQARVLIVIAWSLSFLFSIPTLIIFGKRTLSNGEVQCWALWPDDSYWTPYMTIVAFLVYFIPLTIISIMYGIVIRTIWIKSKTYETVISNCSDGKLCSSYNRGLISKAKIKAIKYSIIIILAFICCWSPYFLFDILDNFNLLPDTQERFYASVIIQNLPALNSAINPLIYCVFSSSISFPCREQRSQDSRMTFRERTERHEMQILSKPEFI
GAA spleen mod – qHTS Assay for Inhibitors and Activators of Human alpha-Glucosidase From Spleen Homogenate; Lysosomal alpha-glucosidase (Homo sapiens), P10253; AID 2112, 2009; 240,000 compounds, 0.006% hits; human spleen homogenate, 4-MU-alpha-glucoside fluorescence; Potency, µM (top dose mostly 79.9 µM), for the others: at the top dose activity change, negative = inhibition, usual class: inhibitors;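 also: 0% = enzyme with vehicle and -100% = no enzyme basal signal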
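Human spleen homogenate (1 ug) incubated with compounds and 1 mM 4-methylumbelliferyl-alpha-D-glucopyranoside in pH 5.0 citrate/phosphate buffer, 37 C, 40 min. Stopped at pH 10; 4-MU fluorescence (Ex 365/Em 440 nm); AC50 by Hill fit.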
ALDH1A1 block – qHTS Assay for Inhibitors of Aldehyde Dehydrogenase 1 (ALDH1A1) | Potency, µM (series often up to 75.3 µM), inactives show at the highest dose activity, negative = inhibition, most hits filed as inhibitors | 220,000 compounds, 7.3% hits | Purified ALDH1A1, NADH fluorescence, propionaldehyde substrate | Aldehyde dehydrogenase 1A1 (Homo sapiens), P00352; active = well fitted inhibition curve with a large enough effect, not every such curve was filed as active; inconclusive = small, poorly fitted or top-dose-only effect, or another doubt; inactive = no such curve, though single readings can be large or run the other way;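 also: plate controls were no enzyme wells and a reference inhibitor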
Target sequence (P00352 whole entry, looked up): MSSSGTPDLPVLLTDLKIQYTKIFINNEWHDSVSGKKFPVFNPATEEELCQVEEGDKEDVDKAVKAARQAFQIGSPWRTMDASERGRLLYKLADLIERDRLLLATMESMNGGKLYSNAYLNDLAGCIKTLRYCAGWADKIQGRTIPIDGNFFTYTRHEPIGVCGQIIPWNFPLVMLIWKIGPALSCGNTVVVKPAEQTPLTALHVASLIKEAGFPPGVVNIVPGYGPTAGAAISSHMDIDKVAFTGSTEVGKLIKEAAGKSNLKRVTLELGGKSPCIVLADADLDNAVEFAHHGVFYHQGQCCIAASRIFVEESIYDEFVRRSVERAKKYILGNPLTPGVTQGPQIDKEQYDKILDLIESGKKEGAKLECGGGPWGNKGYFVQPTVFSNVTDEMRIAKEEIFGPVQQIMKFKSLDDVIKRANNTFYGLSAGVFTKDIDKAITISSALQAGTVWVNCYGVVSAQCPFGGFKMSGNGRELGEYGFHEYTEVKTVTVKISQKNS
GAA glycogen mod – qHTS Assay for Inhibitors and Activators of Human alpha-Glucosidase Cleavage of Glycogen; 300,000 compounds, 0.38% hits; recombinant GAA, glycogen substrate, Amplex Red glucose oxidase fluorescence; Potency, µM (top dose mostly 76.4 µM), for inactives: at the highest dose activity change, negative = inhibition, actives largely listed as inhibitors;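 also: 0% = full enzyme reaction and -100% = no-enzyme basal signal; the screen sought inhibitors and activators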
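Recombinant enzyme (4 nM final) with compounds titrated up to 77 uM and bovine liver glycogen (30 ug) in citrate pH 5.0, 0.01% Tween-20, 37 C 40 min. Released glucose detected by Amplex Red/glucose oxidase (Ex 573/Em 610); AC50 from Hill fits.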
GAA inhib – qHTS Assay for Inhibitors of Human alpha-Glucosidase as a Potential Chaperone Treatment of Pompe Disease | Lysosomal alpha-glucosidase (Homo sapiens), P10253 | purified human GAA, 4-MU-alpha-glucoside fluorescence | Potency, µM (top dose mostly 76.9 µM), for the others: at the top dose activity change, negative = inhibition, usual class: inhibitors | 200,000 compounds, 0.005% hits;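 also: plate controls were uninhibited enzyme wells for no effect and no-enzyme background for full effect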
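qHTS format, compound range up to 77 uM. Human lysosomal enzyme at 4 nM, 400 uM 4-MU glucoside substrate, pH 5.0, 20 min room temperature; fluorescence after alkaline stop gives activity normalized to controls.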
* = called active by the depositor; ? = inconclusive; / = not tested or not shown; & = joins results of further samples; [ ] = remark or other dose. Unless noted, calls follow the shape of the dose curve; as a rule, active = well fitted curve in the direction sought with a large enough effect; inconclusive = small, poorly fitted or top-dose-only effect, or another doubt; inactive = no such curve, though single readings can be large; an effect the other way counts as inactive or inconclusive. Potency is read from the fitted curve at half-maximal effect.

Values run as follows: Epigenetic reg, aGal spleen mod, Tau fluor cs, NPSR antagonist, GAA spleen mod, ALDH1A1 block, GAA glycogen mod, GAA inhib
> CC(Sc1nc(-c2ccccc2)cc(C(F)(F)F)n1)C(=O)N1CCOCC1 (configuration not stated)
  -1.2%, 0%, 6%, ?, 0%, -4%, 1%, 4%
> CCCNC(=O)c1ccc2c(c1)ncn2-c1ccccc1OC
  0.9%, -7%, -3%, -12%[46.1 µM], -7%, 2%, -6%, -3%
> CCC(C(=O)c1ccccc1)P(=O)(NN)c1ccccc1 (configuration not stated)
  0.1%, 3%, -10%, 38%, 2%, /, 3%, /
> Cc1cc(=O)n2[nH]c(COc3ccccc3)nc2n1
  0.0%, 5%, 4%, -3%[46.1 µM], 4%, 8%, 4%, -7%
> COCCCNc1nc(N)c([N+](=O)[O-])c(NCC2CCCO2)n1 (configuration not stated)
  0.1%, -8%, -6%, 12%, -8%, /, -10%, /
> Cc1cccc(CC(=O)OCn2nnc3ccccc3c2=O)c1
  0.8%, -2%, -9%, -6%[46.1 µM], -4%, 2%, -6%, 1%
> CC(NCc1ccc(S(N)(=O)=O)cc1)C(=O)Nc1cc([N+](=O)[O-])ccc1Cl (configuration not stated)
  1.1%, 4%, -2%, -14%, 4%, ?, -8%, ?
> COc1ccc(NC(=O)c2c(C)noc2-c2snnc2C)cc1
  0.0%, -11%, -7%, 13%, 0%, -7%, 3%, ?
> COc1ccc(N2CCN(C(=O)Cn3cncn3)CC2)cc1
  -1.4%, 6%, 9%, 12%, 1%, 1%, -11%, 2%
> O=C(O)c1ccc(Nc2cc(Cl)c3nonc3c2[N+](=O)[O-])cc1
  -1.1%, 0%, ?, 5%, -6%, 4%, 2%, -3%
> C=C(C)Cn1c(SCC(=O)O)nc2c1c(=O)[nH]c(=O)n2C
  2.2%, -3%, 6%, 4%[46.1 µM], -2%, -3%, -1%, -1%
> COc1ccc(CN2C(=O)c3ccccc3C2=O)cc1C(=O)OCC(=O)NC1CCCCC1
  0.0%, -26%, -1%, -7%, -4%, -24%, 2%, -1%
> CC(C)(C)C1CCC(OC(=O)C[N+]2(C)CCCCC2)CC1 (configuration not stated)
  0.9%, -11%, -7%, -7%, -1%, -6%, -5%, -6%
> COc1ccc(C(=O)Nc2ccc(C(=O)Nc3nccs3)cc2)cc1[N+](=O)[O-]
  -1.0%, -4%, -19%, 11%, -3%, -8%, -13%, 2%
> NC(=O)c1cc(N)ccc1N1CCCCC1
  0.0%, -5%, -8%, 5%, -2%, 5%, -23%, 0%

Next part; it opens with the 2 that closed the last part.
Values run as follows: Epigenetic reg, aGal spleen mod, Tau fluor cs, NPSR antagonist, GAA spleen mod, ALDH1A1 block, GAA glycogen mod, GAA inhib
> COc1ccc(C(=O)Nc2ccc(C(=O)Nc3nccs3)cc2)cc1[N+](=O)[O-]
  -1.0%, -4%, -19%, 11%, -3%, -8%, -13%, 2%
> NC(=O)c1cc(N)ccc1N1CCCCC1
  0.0%, -5%, -8%, 5%, -2%, 5%, -23%, 0%
> CN(C)/C=C1/Oc2c(ccc3ccccc23)C1=O
  -1.4%, 13%, -3%, -13%, 1%, ?, -4%, -3%
> Nc1nonc1-n1nnc(C(=O)N/N=C/c2ccccc2)c1CSc1ccc(Cl)cc1
  -1.8%, -5%, -29%, -21%, 0%, -1%, -2%, 1%
> Cc1nnsc1C(=O)N1CCC(CO)(Cc2ccccc2Cl)CC1
  0.5%, -26%, -16%, -6%, 1%, /, 9%, /
> O=C(COC(=O)CNC(=O)c1ccccc1Cl)Nc1ncc(C(F)(F)F)cc1Cl
  1.0%, 5%, -1%, 4%, 0%, -3%, -1%, 5%
> CCN(CC)C(=O)CCCC(=O)N(CC)CC
  -2.2%, 3%, 1%, 2%, 7%, 6%, -11%, 1%
> COCCNC(=O)C(C(=O)c1ccc(F)cc1)n1cc(C)ccc1=O (configuration not stated)
  -3.1%, 12%, 1%, 12%, 4%, 9%, -15%, 9%
> O=[N+]([O-])c1cc(/C=N/O)ccc1SCc1ccccc1Cl
  1.0%, -3%, -28%, -30%[46.1 µM], -7%, -1%, -2%, 1%
> O=C(Nc1ccc(OCC(=O)N2CCOCC2)cc1)Nc1cccc(Cl)c1
  2.3%, -7%, ?, 16%, -8%, 1%, 14%, 12%
> Cc1ccc2[nH]c(=O)c(C(c3nnnn3CC3CCCO3)N3CCOCC3)cc2c1 (configuration not stated)
  -0.2%, 6%, 2%, -7%[46.1 µM], 3%, ?, -7%, -5%
> CCOC(=O)CSc1nnc(N)s1
  -1.1%, 1%, -5%, 0%[46.1 µM], 4%, ?, 2%, 1%
> CCOC(=O)c1c(NC(=O)c2ccc(-n3cnnn3)cc2)sc2c1CCCC2
  9.1%, -15%, -14%, 7%, -12%, ?, 8%, -4%
> Cc1ccc(-c2nc3ncccc3o2)cc1NC(=O)c1cccnc1
  -0.1%, -5%, -8%, 14%, 3%, ?, 9%, 9%
> O=C1CC(Nc2ccc3ccccc3c2)C(=O)N1Cc1ccccc1 (configuration not stated)
  -1.9%, 7%, ?, -18%[46.1 µM], -6%, ?, -12%, -1%
> CN(C)C(=O)CSc1nnc(Cc2ccccc2)n1CC1CCCO1 (configuration not stated)
  0.2%, 0%, 10%, -9%, 4%, 3%, 8%, 5%
> Clc1cccc(-c2nc3nc4ccccc4nc3n2Cc2ccco2)c1
  0.9%, 20%, -4%, ?, 2%, ?, 2%, 0%

New compounds follow.
Values run as follows: Epigenetic reg, aGal spleen mod, Tau fluor cs, NPSR antagonist, GAA spleen mod, ALDH1A1 block, GAA glycogen mod, GAA inhib
> COC(=O)[C@H]1[C@H]2C[C@@H]3c4[nH]c5cc(OC)ccc5c4CCN3C[C@H]2C[C@@H](OC(=O)c2ccc(N)cc2)[C@@H]1OC
  ?, -7%, ?, -25%, -10%, /, -2%, -9%[15.4 µM]
> COC(=O)C(=C/C=C/c1ccco1)C(=O)OC
  0.1%, -3%, -15%, -20%, -4%, /, -1%, /
> O=C(NNC(=O)C1CC1c1ccccc1)c1ccccc1[N+](=O)[O-] (configuration not stated)
  -2.0%, 2%, -7%, 14%, 6%, 4%, 7%, -1%
> COc1ccc(C)cc1-n1nnnc1SCc1nc2ccccc2s1
  -1.5%, 6%, -30%, -18%[46.1 µM], 0%, 11µM*, 1%, -9%
> COc1nc(-c2ccccc2)ccc1-c1noc(-c2ccc(F)cc2)n1
  10%, 4%, -8%, -16%[46.1 µM], -6%, ?, 7%, -4%
> CSc1cccc(NC(=O)CCc2ccccc2)c1
  2.6%, 7%, -2%, -2%, -5%, 3%, -9%, -9%
> Cn1c(C(=O)O)c(CC(=O)NCc2cccnc2)c2ccccc21
  0.3%, 1%, -1%, -6%[46.1 µM], 0%, ?, -10%, -1%
> COC(=O)c1cnc2c(c(C)nn2C)c1OC
  -0.3%, -2%, 0%, -9%[7.67 µM], 0%, /, 11%, /
> COc1cc(NS(=O)(=O)c2ccc(C)cc2)ccc1-n1cnnn1
  -7.5%, 5%, -7%, -8%[46.1 µM], 3%, 23%, -5%, 3%
> Cc1ccnc(NC(=O)CCC(=O)N(CC(=O)NC(C)(C)C)c2ccc3c(c2)OCCO3)c1
  2.1%, 2%, 5%, 3%, 9%, 11%, 13%, ?
> CCOc1ccc(OCC(=O)Nc2nccs2)cc1
  -0.7%[10.1 µM], -4%, -4%, -4%, 1%, 6%, 11%, 8%
> CCCCN1CNC(=S)N(c2cc(C)ccc2C)C1
  0.7%, -2%, -6%, -4%[46.1 µM], -6%, 4%, 5%, -2%
> CCOc1ccc(NC(=O)COC(=O)Cc2ccc(S(=O)(=O)N3CCOCC3)s2)cc1
  -3.2%, -8%, -16%, -20%[46.1 µM], -12%, ?, -13%, -9%
> Cc1ccc(-c2noc(-c3ccccc3C(=O)N3CCN(C)CC3)n2)cc1
  -0.2%, 9%, -4%, -2%[46.1 µM], 6%, ?, 5%, 9%
> Cc1ccc(S(=O)(=O)CCC(=O)OCC(=O)Nc2cc(C)on2)cc1
  -0.2%, 9%, 5%, -8%[46.1 µM], 8%, ?, -10%, 7%

Next section
Values run as follows: Epigenetic reg, aGal spleen mod, Tau fluor cs, NPSR antagonist, GAA spleen mod, ALDH1A1 block, GAA glycogen mod, GAA inhib
> CC(C)(C)OC(=O)NCCCC1=CC2=CC(=O)C(C)(OC(=O)c3cccs3)C(=O)C2=CO1 (configuration not stated)
  1.1%, 3%, 0%, /, 5%, 2%, /, /
> CCOC(=O)c1ccc(NC(=O)c2cc3c(C)nn(-c4ccccc4Cl)c3s2)s1
  0.0%, 10%, ?, -19%, -6%, ?, 5%, -6%
> O=C(Nc1ccccc1)Nc1ccc(Cl)c([N+](=O)[O-])c1
  -0.9%, 2%, 11µM*[quencher], -31%, 0%, -3%, 1%, ?
> C=CCN=C1CCCc2c1[nH]c1ccc(C)cc21
  12%, 5%, -13%, -1%, 4%, ?, -12%, 0%
> CC(=O)N1CC2(CC2)CC1c1ccccc1 (configuration not stated)
  1.5%, 3%, 1%, /, 11%, 7%, /, /
> Cc1ccc(Nc2cc(=O)[nH]c(=O)[nH]2)cc1C
  -0.4%&-1.6%, -4%, 0%&0%, 1%, 2%, 15%, 14%, 2%
> O=C(Nc1ccnc(-c2cccnc2)n1)c1ccc(Cl)cc1
  3.0%, -11%, -11%, 3%[46.1 µM], -17%, 2%, 3%, 0%
> NC1=NC(=O)/C(=C/c2ccsc2)S1
  4.3%, -1%, 1%, -15%, 1%, 7%, -1%, -27%
> CCCNc1ccc(S(=O)(=O)N(C(C)C)C(C)C)cn1
  1.8%, 0%, -3%, 16%, -9%, ?, -2%, 2%
> O=C(CCCN1C(=O)c2ccccc2C1=O)Nc1ccccc1
  0.1%, 3%, 3%, 12%, 7%, /, 6%, /
> O=C(CCSc1ccc(F)cc1)Nc1ccc(-n2cnnn2)cc1
  -0.8%, 11%, -20%, -11%[46.1 µM], 9%, ?, 5%, ?
> Cc1ccc(C(=O)CSC2=NC(N)=C(C#N)C3(CCCCC3)C2C(N)=O)cc1 (configuration not stated)
  -4.2%, -12%, -26%, -9%[46.1 µM], -15%, -12%, -7%, -5%

Not all compounds are listed (hit frequency here may not be typical).
